Bioassay records (PubChem)
IkB sig inh: IkB pathway inhibition in ABC-DLBCL cells | ABC-DLBCL IkBa-CBG/CBR dual luciferase ratio, 4 h; response scale: scaled: untreated 0%, proteasome inhibitor 100% | Potency, µM (doses to about 57.1 µM), for inactives: at the highest dose IkBa stabilization activation | 0.04% of 110,000 active | AID 445; active = well fitted curve in the direction sought with a large enough effect in the signal ratio, not every such curve was filed as active; inconclusive = small, poorly fitted or top-dose-only effect, or a change in a side signal; the % refers to the signal ratio;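 note: the direction sought is a rising ratio; 0% = basal untreated cells and 100% = reference inhibitor full response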
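Curves were fitted separately to fusion (green), unfused (red) and ratio luminescence, then classed by r2, magnitude and activity. Cells: OCI-Ly3, 4 h compound plus doxycycline at 37C; 10 uM MG-132 defined full response.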
p53ts 32C tox: kills p53ts cells at the permissive temperature | H1299-p53A138V at 32C, ATP luminescence viability, 24 h | 0.93% of 130,000 active | Potency, µM (series often up to 46.1 µM), for the others: top-dose activity change, negative = cytotoxicity, actives largely listed as cytotoxic;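 note: 0% = DMSO and -100% = full killing by reference compound; nearly all actives have a fitted effect of over 55% in size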
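Cells: H1299 p53ts (A138V), 600/well, pre-incubated 16–30 h at 37C. Cpd up to 46 uM, 24 h, 32C. Readout: ATPlite luminescence, 20 min RT. Normalization: DMSO vs tamoxifen 100 uM. AC50 by Hill equation.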
p53ts 39C tox: p53ts cell cytotoxicity, nonpermissive temperature; H1299-p53A138V viability at 39C, ATP luminescence, 24 h; Potency, µM (series often up to 46.1 µM), for the others: at the highest dose activity change, negative = cell killing, hits mostly cytotoxic; 1.5% of 130,000 active; note: nearly all actives have a fitted effect of over 55% in size
Imprint erasure: induces erasure of genomic imprints in mouse ES cells; 0.02% of 110,000 active; Potency, µM (series often up to 60.7 µM), for the others: top-dose activity change, positive = activation, hits mostly activators; AID 1948; mouse ES Peg3-LacZ reporter, beta-gal luminescence, 40 h;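 note: 0% = negative control wells on the plate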
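Each well holds 300 Peg3LacZ-Neo (maternal) female ES cells incubated 40 h at 37C, 5% CO2. LacZ is measured by BetaGlo luminescence, with AC50 and maximum efficacy derived from dose-response curves.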
* = called active by the depositor; ? = inconclusive; · = no result given; [ ] = remark or other dose. Unless noted, calls come from the whole dose curve; as a rule, active = well fitted curve in the direction sought with a large enough effect; inconclusive = small, poorly fitted or top-dose-only effect, or another doubt; inactive = no such curve, though single readings can be large; an effect the other way counts as inactive or inconclusive. Unless noted, % is set by controls: 0 for no effect and ±100 for the full control effect; potency is the fitted concentration of half-maximal effect.

SMILES	IkB sig inh	p53ts 32C tox	p53ts 39C tox	Imprint erasure
Cc1noc(C)c1S(=O)(=O)N1CCC(C(=O)N2CCN(C3CCCC3)CC2)CC1	-0.3%	0%	-10%	-10%
COC(=O)c1ccc(COC(=O)c2ccc(N(C)C)cc2)cc1	1.6%	-6%	-6%	-55%[inhibitor]
Cc1cccc(C)c1OCc1nnc(SCC(=O)Nc2nccs2)n1-c1ccccc1	0.4%	4%	-1%	9%
COc1ccc(Cl)cc1NC(=O)CSC1=Nc2ccccc2C2=NC(CCC(=O)NCc3ccco3)C(=O)N12 (stereo unspecified)	?	12%	-19%	-6%[10.9 µM]
COc1ccc(N(CC(=O)N2CCC(C)CC2)S(=O)(=O)c2c(C)nn(C)c2C)cc1	-1.1%	3%	-4%	-6%
O=C(Nc1ccc(S(=O)(=O)N2CCCC2)cc1Cl)C1=COCCO1	0.1%	0%	1%	-11%
O=C(NCc1ccco1)C1CCN(C(=O)c2cc3sccc3n2Cc2ccc(Cl)cc2)CC1	?	14%	16%	-25%
CCOC(=O)Cc1nnc(NC(=O)c2cccc(OCC)c2)s1	1.4%	-12%	-14%	-12%

Complete entries, looked up by structure. Order of screens: IkB sig inh, p53ts 32C tox, p53ts 39C tox, Imprint erasure
`O=C(NCc1ccco1)C1CCN(C(=O)c2cc3sccc3n2Cc2ccc(Cl)cc2)CC1` in the list: ?, 14%, 16%, -25%
`CCOC(=O)Cc1nnc(NC(=O)c2cccc(OCC)c2)s1` in the list: 1.4%, -12%, -14%, -12%
`COc1ccc(Cl)cc1NC(=O)CSC1=Nc2ccccc2C2=NC(CCC(=O)NCc3ccco3)C(=O)N12` (stereo unspecified) in the list: ?, 12%, -19%, -6%[10.9 µM]
`COC(=O)c1ccc(COC(=O)c2ccc(N(C)C)cc2)cc1` in the list: 1.6%, -6%, -6%, -55%[inhibitor]

Next records follow:
SMILES	IkB sig inh	p53ts 32C tox	p53ts 39C tox	Imprint erasure
O=C(NCC1CCCO1)C1CCCN(Cc2cnn(-c3ccccc3)c2-n2cccc2)C1 (stereo unspecified)	1.9%	-18%	2%	-14%
CC(=O)N1CCN(C(C)=O)C1c1ccccc1	0.7%	4%	11%	2%
CNC(=O)CSc1nc2c(c(=O)n(C)c(=O)n2C)n1Cc1ccc(C)cc1	-1.3%	-3%	-6%	3%
COc1ccc(-n2c(=O)c(-c3cc(F)cc(F)c3)nc3cncnc32)cc1	-1.0%[11.4 µM]	7%	-11%	18%
O=c1oc2ccc(Br)cc2cc1-c1nc(-c2ccccc2)no1	?	-2%	35%[activator]	-5%[10.9 µM]
O=C(CSc1c2c(nc3ccc(Cl)cc13)CCCC2)N1CCN(c2cccc(Cl)c2)CC1	2.1%	?	?	-3%[10.9 µM]
COc1cc(-c2cc(OC)c3c(C)oc(C)c3c(=O)c2)ccc1OC(=O)c1cccc(C)c1	0.2%	-9%	-3%	-9%[10.9 µM]
Cc1cccc(Oc2nc3c(C)cccn3c(=O)c2/C=C(\C#N)c2nc3ccccc3[nH]2)c1	-2.0%	-5%	25%	-4%[10.9 µM]
COc1ccc(NC(=O)CCc2nnc3n(C)c(=O)c4sccc4n23)cc1Cl	?	-5%	7%	-3%[10.9 µM]
CCC(Sc1nc2n[nH]c(C)c2c(=N)n1-c1ccc(Br)cc1)C(=O)N(CC)CC (stereo unspecified)	?	-17%	-26%	10%[10.9 µM]
CC(Sc1nnnn1-c1ccccc1)C(=O)Nc1ccc(Cl)cn1 (stereo unspecified)	?	-8%	-12%	-13%
O=C(COc1ccccc1Cl)Nc1ccc(-c2nc3ccccc3s2)cc1	1.6%	-25%	?	-14%[10.9 µM]
Cc1ccc(NCc2cccn2-c2nnc(N3CCC(C(=O)NCCc4ccccc4)CC3)s2)cc1	?	-5%	-20%	-5%[10.9 µM]
Cc1cccc(N2CCN(C(=O)CCCOc3ccccc3)CC2)c1C	1.8%	-3%	-13%	-19%
COc1ccc(-n2nc3cc(C)c(NC(=O)c4ccc(-c5ccc(Br)cc5)o4)cc3n2)cc1	-2.6%	12%	?	-7%[10.9 µM]
CC(=O)c1cc(C)ccc1OC(=O)c1ccco1	2.3%	0%	12%	7%
Clc1ccc(Cn2ncc3c(N4CCOCC4)ncnc32)cc1	?	0%	-3%	-16%
CCN(CC)S(=O)(=O)c1ccc(C(=O)NCc2n[nH]c(=S)n2-c2ccccc2OC)cc1	?	0%	6%	-7%
COc1cc(C(=O)N2CCC(NC(=O)C(Cc3ccccc3C)NC(C)=O)CC2)cc(OC)c1OC (stereo unspecified)	0.8%	13%	-9%	26%
COc1ccc(CNC(=O)CSc2nnc(C)s2)cc1	-0.2%	3%	10%	-1%
Cc1cc(OCC(=O)Nc2sc3c(c2C#N)CCC(C)C3)ccc1Cl (stereo unspecified)	3.0%	-5%	-1%	-6%[10.9 µM]
O=C(Nc1ccccc1C(F)(F)F)Nc1c[nH]c(=O)[nH]c1=O	-0.4%	-2%	-15%	-7%[10.9 µM]
NC(=O)Cn1cnc(-c2ccccc2)c1	0.2%	-7%	7%	-5%
CCOC(=O)CNC(=O)CSc1nc2cccnc2n1C1CCCCC1	-0.4%	11%	-4%	-4%
COc1ccc(C)cc1-n1nnnc1SC/C(O)=C(\C#N)c1nc2ccccc2[nH]1	2.6%	6%	-3%	-19%
Nc1nonc1-c1nc2ccccc2n1CC(=O)Nc1ccc(F)cc1	?	6%	-3%	7%[10.9 µM]
Fc1ccccc1CSc1nc2ncccc2[nH]1	-0.9%	?	?	-74%[inhibitor]
CCOC(=O)c1cnc2ccc(OC)cc2c1Nc1cccc(C(C)=O)c1	?	4%	-11%	-11%[10.9 µM]
COc1ccc(-c2csc(=Nc3ccccc3)n2CCO)cc1F	?	-9%	13%	-24%[10.9 µM]
COc1ccc(CCNC(=O)Cc2c(C)c3cc4c(C)coc4c(C)c3oc2=O)cc1	3.7%	7%	-9%	-6%[10.9 µM]
C/C(=C\C(=O)Nc1cc(C)on1)c1ccccc1	1.1%	-24%	-27%	-11%
CCOC(=O)N1CCN(C(=O)c2ccccc2CCc2ccccc2)CC1	6.3%	15%	14%	-19%
Cc1cccc2cc(CN(Cc3ccc(F)cc3)C(=O)N(C)C)c3nnnn3c12	-0.2%	-9%	-2%	-12%
Cc1cccc(-c2noc(-c3ccccc3NC(=O)C3CC(=O)N(c4ccccc4C)C3)n2)c1 (stereo unspecified)	0.3%	3%	41%[activator]	-2%[10.9 µM]
Cc1nc(-c2ccc(C)c(N3CCN(C(=O)Nc4ccccc4C(F)(F)F)CC3)c2)no1	-2.5%	4%	-25%	5%[10.9 µM]
Cc1ccc(Nc2cc(C(=O)NC3CCCC3)c3ccccc3n2)cc1C	-1.4%	?	0%	-23%[10.9 µM]
Cc1ccc(S(=O)(=O)N2CCCc3cc(NC(=O)c4c(F)cccc4F)ccc32)cc1	1.7%	7%	-16%	-12%[10.9 µM]
CC(C)Nc1ncnc2c1cnn2-c1ccc(Cl)cc1	?	13µM*	16µM*	-28%
COc1ccc(OC)c(CN2CCN(c3ccccc3OC)CC2)c1	-0.9%	-7%	21%	-12%
CCOC(=O)c1cc2occc2n1CC(=O)NCCOC	·	35%[activator]	-3%	·
COc1ccc(C2C(C(=O)Nc3ccccc3OC)=C(C)Nc3ncnn32)cc1 (stereo unspecified)	2.1%	1%	-2%	1%
Cc1cccc(NC(=O)COC(=O)CCCC2=NS(=O)(=O)c3ccccc3N2)c1	?	8%	44%[activator]	-5%[10.9 µM]
O=c1[nH]n(-c2ccccc2)c(=O)c2ccccc12	-0.5%	8%	15%	-6%
CC(C)c1ccc(NC(=O)c2cc(S(=O)(=O)NCc3ccccc3Cl)ccc2F)cc1	?	14%	?	-20%[10.9 µM]
CCc1ccccc1NC(=O)CN(c1cccc(OC)c1)S(C)(=O)=O	-0.4%	-4%	8%	-5%
C=CCn1c(Cc2c(C)[nH]c3ccccc23)nnc1SCC(=O)NCc1ccc(F)cc1	·	-2%	-2%	·
CCC1(C(=O)OC)NC(c2ccco2)C2C(=O)N(c3ccc(C)cc3)C(=O)C21 (stereo unspecified)	-1.2%	-4%	2%	4%
COc1ccc(-c2nc(C)c(CCNC(=O)c3ccc(C(F)(F)F)cc3)s2)cc1OC	-0.8%	-6%	-23%	-7%[10.9 µM]

More entries follow:
Values run as follows: IkB sig inh	p53ts 32C tox	p53ts 39C tox	Imprint erasure
CCN(CC)CCNC(=O)c1c(O)c2c([nH]c1=O)CCCC2
  -0.2%	5%	-11%	-2%
N#CC1=C(N)Oc2n[nH]c(-c3ccc(F)cc3)c2C1c1cccnc1 (stereo unspecified)
  0.2%	-11%	6%	-5%
COc1ccc(CNC(=O)CSc2nc3ccccc3nc2Cc2ccccc2)cc1
  ?	-15%	7%	12%[10.9 µM]
O=C(NCCCN1CCN(C2CCCCC2)CC1)Nc1ccccc1C(F)(F)F
  1.8%	-11%	-4%	1%
CN(C)S(=O)(=O)N1CCC(C(=O)O)(c2ccccc2)CC1
  0.8%	6%	2%	4%
CCCCC1CCC(c2nc(-c3ccccn3)no2)CC1 (stereo unspecified)
  4.9%	-21%	-20%	-46%[inhibitor]
COc1ccc2nc(NC(=O)C(NS(=O)(=O)c3cccs3)C(C)C)sc2c1 (stereo unspecified)
  0.0%	-1%	-13%	-10%
COc1cccc(NC(=O)C2CCN(c3nc4ccccc4nc3C(F)(F)F)CC2)c1
  ?	-9%	-11%	-4%[10.9 µM]
N#Cc1cccc(NC(=O)C2CCN(S(=O)(=O)c3ccc4[nH]c(=O)ccc4c3)CC2)c1
  5.3%	5%	-24%	-4%[10.9 µM]
COc1cccc(-c2csc(NC(C)=O)n2)c1
  3.3%	-17%	-21%	-31%[inhibitor]
O=S(=O)(c1cccc(-c2nnc(SCc3ccc(Cl)cc3)o2)c1)N1CCCCC1
  1.2%	8%	1%	-22%
CCS(=O)(=O)N1CCN(C(=O)c2cccs2)CC1
  1.5%	8%	5%	-11%
CSc1nnc(-c2cc3ccccc3cc2O)n1C
  0.8%	1%	-9%	-12%
Nn1c(CSc2nc3ccccc3o2)nnc1CSc1nc2ccccc2o1
  ?	-11%	-2%	7%
CC(C)CN(c1ccccc1)S(=O)(=O)c1nnc(NC(=O)C2CCCCC2)s1
  -0.7%	-3%	5%	-9%[10.9 µM]
Cc1cc(C)n(C(=O)Cc2cn3ccsc3n2)n1
  0.1%	-1%	1%	7%
O=C(CSc1ncc2c(n1)-c1cc(Cl)ccc1N(Cc1ccccc1F)S2(=O)=O)Nc1cccc(C(F)(F)F)c1
  ?	2%	-25%	-5%[10.9 µM]
CC(=O)N1c2ccccc2C(=O)C1N1CCN(c2ccccc2)CC1 (stereo unspecified)
  -0.4%	-5%	-14%	-12%[10.9 µM]
CC(=O)OCC(=O)[C@@]12OC3(CCCC3)OC1CC1C3CCC4=CC(=O)C=C[C@@]4(C)[C@]3(F)C(O)C[C@]12C (stereo partly specified)
  ·	11%	-8%	10%
Cc1ccc(CSc2ncc(Cl)c(C(=O)NCc3ccccc3)n2)cc1
  -0.2%	-8%	-21%	-11%[10.9 µM]
COc1cc(C(=O)NCCC(=O)NCCN2CCCCCC2)cc(OC)c1OC
  2.0%	-1%	10%	-14%
COc1ccc(C(C(O)C(=O)c2c[nH]c3ccccc23)N2CCN(c3ccc(OC)cc3)CC2)cc1 (stereo unspecified)
  ?	4%	-23%	-26%
N#Cc1cccc(Nc2ncnc3c2cnn3-c2cccc(Cl)c2)c1
  -0.7%	12%	-18%	-9%[10.9 µM]
COc1ccc(S(=O)(=O)N2CCN(C(=O)c3cccs3)CC2)cc1
  1.2%	-8%	4%	-9%
CCOC(=O)CSC1=C(C#N)C(c2ccc(F)cc2)C(C(C)=O)=C(C)N1 (stereo unspecified)
  8.8%	8%	-8%	-9%
CC(=O)c1cccc(NC(=O)C(C)n2c(=O)cc(C)c3c(C)nn(-c4ccccc4)c32)c1 (stereo unspecified)
  -0.5%	5%	?	-12%[10.9 µM]
